From PubChem
12-LOX inh – Primary qHTS assay for inhibitors of human arachidonate 12S-lipoxygenase (ALOX12): Round 2 | Potency, µM (titrated, usually from 108 µM), without a hit: at the top dose activity change, negative = inhibition, usual class: inhibitors | AID 1671190, 2021 | purified 12hLO, xylenol orange hydroperoxide absorbance | 580,000 compounds, 1.1% hits | Polyunsaturated fatty acid lipoxygenase ALOX12 (Homo sapiens), P18054; active = well fitted inhibition curve with a large enough effect; inconclusive = small, poorly fitted or top-dose-only effect, or another doubt; inactive = no such curve, though single readings can be large or run the other way
Target sequence (P18054 whole entry, looked up): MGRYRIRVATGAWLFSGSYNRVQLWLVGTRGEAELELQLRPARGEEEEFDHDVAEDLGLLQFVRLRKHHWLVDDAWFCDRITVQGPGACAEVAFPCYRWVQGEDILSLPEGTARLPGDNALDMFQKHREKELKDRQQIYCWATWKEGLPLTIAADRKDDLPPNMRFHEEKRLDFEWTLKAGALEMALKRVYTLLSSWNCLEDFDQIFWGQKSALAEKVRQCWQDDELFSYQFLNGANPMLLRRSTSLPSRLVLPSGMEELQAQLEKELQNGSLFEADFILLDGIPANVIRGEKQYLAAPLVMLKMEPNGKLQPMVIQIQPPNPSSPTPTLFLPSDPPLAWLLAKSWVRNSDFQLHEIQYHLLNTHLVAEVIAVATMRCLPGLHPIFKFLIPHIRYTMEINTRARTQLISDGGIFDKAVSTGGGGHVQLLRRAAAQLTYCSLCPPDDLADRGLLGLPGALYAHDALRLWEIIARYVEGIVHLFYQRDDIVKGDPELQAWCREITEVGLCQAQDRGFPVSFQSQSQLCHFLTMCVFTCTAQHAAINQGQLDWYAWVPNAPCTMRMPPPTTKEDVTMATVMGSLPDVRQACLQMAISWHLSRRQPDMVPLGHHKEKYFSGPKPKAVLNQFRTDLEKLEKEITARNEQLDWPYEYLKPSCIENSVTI
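Purified human 12hLO (150 nM final) in 25 mM Hepes, 0.01% Triton X-100, pH 7.0 was preincubated 15 min at room temperature with compound. Then 40 uM arachidonic acid was added, 30 min. Hydroperoxide was read by Fe-XO absorbance ratio 573/405 nm.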
An asterisk follows results filed as active; u = inconclusive; [ ] = dose if it differs, or a comment. % is scaled to controls: 0 for no effect and ±100 for the full control effect; potency is read from the fitted curve at half-maximal effect. Some of the compounds tested, so the mix of outcomes need not match the whole.

12-LOX inh,molecule
u,COc1ccccc1-c1ncc2c(n1)OCCN(c1cccc(C(F)(F)F)c1)C2=O
u,CCn1ccnc1CN(C)c1ccc(-c2nc(C3CC3)no2)cn1
14.8%,O=C1CCC2(CCN(C(=O)c3ccoc3)CC2)CN1CC1CCCO1 (stereo not drawn)
20.9%,CC(=O)N1C[C@@H]2CCCN3CCC[C@@H]([C@H]23)[C@H]1CCCC(=O)NC(C)C
-11.4%,O=C(NCC[C@H]1CC[C@H](NS(=O)(=O)c2ccc(F)cc2)[C@@H](CO)O1)c1ccc2c(c1)OCO2
14.0%[176 µM],CCN1CCN(c2nccc(Cl)n2)C(=O)C1
u,CC(C)(C)C(=O)/C(C#N)=C\c1cn[nH]c1-c1ccccc1
u,C=C(C)Cn1c(SCC(=O)c2ccccc2)nc2c1c(=O)[nH]c(=O)n2C
1.5%,COc1cccc(C(=O)N2CCC(Oc3ccccc3-c3nc(C4CCOCC4)no3)C2)c1 (stereo not drawn)
-10.7%,O=C(CCC1CCCN(S(=O)(=O)c2ccccc2F)C1)NCCc1ccccc1 (stereo not drawn)
-16.0%,COc1ccc(-c2nc(-c3nnn4c3COC(c3ccc(C)cc3)C4)no2)cc1F (stereo not drawn)
-16.1%,O=C(O)c1cc(Cl)ccc1I
u,CCCn1c(=O)c2ccccc2n(CC(=O)N(CC)c2cccc(C)c2)c1=O
19.4%,COc1cccc(CCC(=O)N2CCC(OCC3CC3)C2)c1 (stereo not drawn)
5.7%,COc1ccc(N2CC(c3noc(-c4cc(Cl)ccc4OC)n3)CC2=O)cc1 (stereo not drawn)
0.2%,O=C(NCc1cccc(Cl)c1)C1Cc2c(-c3ccccc3)ccnc2O1 (stereo not drawn)
2.9%,Cc1ccc(NC(=O)Cn2c(N3CCCCC3)nc(C)c(C)c2=O)cc1Cl
u,COC(=O)C1=C(C)N(C)C(=NCc2ccc(C(F)(F)F)cc2)NC1c1ccc(Cl)cc1 (stereo not drawn)
33.3%[activator][176 µM],CC#CCn1cc2c3c(cccc31)[C@H](CC(C)C)N[C@H](C(=O)N1CCC(O)CC1)C2
11.2µM*,N#CC1=C(N)OC2=C(C(=O)CC(c3ccccc3)C2)C1c1ccc(Br)cc1 (stereo not drawn)
26.3%,CC(C)C(NC(=O)c1cnn(C)c1)c1ccc(F)cc1 (stereo not drawn)
14.7%,COc1ccc(NC(=O)COC(=O)c2ccc(C)s2)cc1OC
1.7%[176 µM],c1cncc(Nc2cc3c(cn2)CN(CC2CCOCC2)CCN3)c1
25.1%,CC(CCc1ccccc1)NC(=O)C1(CC(=O)NC(C)(C)C)CCCC1 (stereo not drawn)
-19.5%[176 µM],O=C(Nc1nccs1)[C@@H]1O[C@H](CCN2CCCCC2)CC[C@@H]1O
49.5%,CCCNC(=O)N(C1CCOCC1)C1CCN(C(=O)c2ccc3ncccc3c2)CC1
-8.5%,COc1ccc(-c2nc3c(c(SC(C)C(=O)Nc4ccccc4OC)n2)COC(C)(C)C3)cc1 (stereo not drawn)
-2.4%,COc1cc(C2c3c(-c4ccccc4O)n[nH]c3C(=O)N2CCO)cc(OC)c1OC (stereo not drawn)
12.1%,O=C(c1occc1-c1ccccc1)N1CCN(S(=O)(=O)c2c(F)cccc2F)CC1
10.8%,CN1C(=O)C(c2ccccc2)CC12CCN(C(=O)C1CCC1)CC2 (stereo not drawn)
u,COc1ccc(-c2nc(N(C)Cc3ccco3)c3ccccc3n2)cc1
u,C[S+](=O)([O-])N1Cc2ccccc2CC2(CCCCN2Cc2ccccn2)C1 (stereo not drawn)
-40.3%,COc1cccc(-c2n[nH]c(=O)c3c2C(c2cccc(F)c2)n2nnnc2N3)c1 (stereo not drawn)
14.2%,CC(C)C(=O)NCCNC(=O)C1CC=CCC1 (stereo not drawn)
2.6%,Cc1ccoc1C(=O)NCc1ccc(COCC(F)(F)F)cc1
-7.4%,O=C(c1cccc(Cl)c1)N1CCC(n2cc(-c3nc(-c4ccccc4)no3)nn2)C1 (stereo not drawn)
u,Cc1ccc2nc(NC(=O)c3cc(=O)c4ccccc4o3)sc2c1
-11.5%,O=C(CC1CCN(S(=O)(=O)c2ccc3c(c2)CCCC3)C1)NCc1ccccc1 (stereo not drawn)
u,Cc1cc(N2CCCC2)nc(Nc2ccc(NC(=O)Nc3ccc(Cl)cc3)cc2)n1
45.5%[activator],O=C(NCCC1CCN(C(=O)Nc2ccc(F)cc2)CC1)c1ccco1
-39.0%,O=C(CCNC(=O)C1CCCC1)NCCc1ccsc1
-14.4%,Cc1ccc(NC(=O)CSc2ncnc3ccccc23)cc1C
45.7%[activator][176 µM],Cn1ccnc1CN1C[C@@H]2C[C@H]1C(=O)N(Cc1cccnc1)c1ccccc1O2
-4.6%,COc1ccc(-c2noc(-c3csc([C@@H]4C[C@H](O)[C@@H](CO)O4)n3)n2)cc1OC
47.4%[activator][176 µM],O=C(Nc1ccc([C@H]2OCC(=O)N(CC3CCCCC3)[C@@H]2CO)cc1)c1ccccn1
u,Cc1cc(C)c(S(=O)(=O)NCCC(=O)Nc2nccs2)c(C)c1
-28.8%,COc1ccc(NC(=O)C(c2ccc(C(F)(F)F)cc2)n2c(=O)c(-c3ccco3)nc3ccccc32)cc1 (stereo not drawn)
15.1%[6.33 µM],COc1cccc(N2C(=O)NC(=NC3CCCC3)C23CCCN(Cc2cccn2C)C3)c1 (stereo not drawn)
-5.1%,CC1CCCN(C(=O)CSc2nnc(-c3cccs3)n2N)C1 (stereo not drawn)
9.7%,COc1ccc(C(=O)N[C@@H]2CCC[C@@H]2C(=O)NCc2cccc(OC)c2OC)cc1
-21.5%,O=S1(=O)CCN(Cc2ccncc2)CC1
u,COc1ccc(-c2noc([C@@H]3CCCN3C(=O)c3ccc(Cl)cc3)n2)cc1
u,CC(C)=CC1C(C(=O)Nc2cccc(OC(F)F)c2C)C1(C)C (stereo not drawn)
53.8%[activator],COCCNC(=O)C1N(C(C)C)C(=O)C12CCCCC2 (stereo not drawn)
-1.1%,Cc1ccc(C(=O)CSc2nc3ccccc3o2)c(C)c1
u,CCCCn1c(=O)[nH]c(=O)c2c1nc(CSc1nnnn1C1CC1)n2C
3.8%,Cc1ccccc1NC(=O)CC(=O)N1CCC(Oc2ccccc2C)CC1
-5.7%,COc1ccc(NS(=O)(=O)c2cccc(NC(=O)Cc3n[nH]c(=O)c4ccccc34)c2)cc1
10.7%,O=C(CSc1ncccn1)NCC1Cc2cccc(-c3ncccn3)c2O1 (stereo not drawn)
-10.3%,CCOC(=O)c1ccc2ncc(C(=O)OCC)c(NCCCO)c2c1

(cont.)
12-LOX inh,molecule
u,CN(C)c1cc2c(cc1NC(=O)c1cccs1)n(C)c(=O)c(=O)n2C
2.1%,O=C(COC(=O)c1ccc(Cl)cc1)c1ccc([N+](=O)[O-])cc1
-2.4%,CCCCNC(=O)C1(C)CCCCN1Cc1ccc(OCc2ccccc2)cc1 (stereo not drawn)
7.7%,COCCC(=O)N1CCCC(Cc2nc(C3CCOCC3)no2)C1 (stereo not drawn)
28.3%,Cc1ccc(C(=O)N2CCOC(CN(Cc3ccco3)C(=O)c3ccc(F)cc3)C2)cc1 (stereo not drawn)
12.5%[176 µM],CN1C[C@@H](NC(=O)Nc2ccc(F)cc2F)C[C@H]1c1nc(-c2ccncc2)no1
-2.0%,COCc1nn(CC(=O)NCc2ccc(C)o2)c(=O)n1-c1ccccc1
u,COc1ccc(N/C=C/C(=O)c2ccc(Br)cc2)cc1
13.6%[176 µM],CN(C(=O)c1ccccc1F)C1CCCc2ccccc21 (stereo not drawn)
-11.3%,COCCN1C(=O)c2ccccc2C(C(=O)Nc2ccc3[nH]ccc3c2)C12CCCC2 (stereo not drawn)
-23.2%[176 µM],COc1ccc(-c2cc(-c3cnc4[nH]ccc4c3)cn3cncc23)cc1
u,O=C(O)COc1c(Br)cc(/C=C2/NC(=O)NC2=O)cc1Br

Reformatted: 13 of the compounds above.
Structure	12-LOX inh
Cc1ccccc1NC(=O)CC(=O)N1CCC(Oc2ccccc2C)CC1	3.8%
COc1ccc(NS(=O)(=O)c2cccc(NC(=O)Cc3n[nH]c(=O)c4ccccc34)c2)cc1	-5.7%
O=C(CSc1ncccn1)NCC1Cc2cccc(-c3ncccn3)c2O1 (stereo not drawn)	10.7%
CCOC(=O)c1ccc2ncc(C(=O)OCC)c(NCCCO)c2c1	-10.3%
CN(C)c1cc2c(cc1NC(=O)c1cccs1)n(C)c(=O)c(=O)n2C	u
O=C(COC(=O)c1ccc(Cl)cc1)c1ccc([N+](=O)[O-])cc1	2.1%
CCCCNC(=O)C1(C)CCCCN1Cc1ccc(OCc2ccccc2)cc1 (stereo not drawn)	-2.4%
COCCC(=O)N1CCCC(Cc2nc(C3CCOCC3)no2)C1 (stereo not drawn)	7.7%
Cc1ccc(C(=O)N2CCOC(CN(Cc3ccco3)C(=O)c3ccc(F)cc3)C2)cc1 (stereo not drawn)	28.3%
CN1C[C@@H](NC(=O)Nc2ccc(F)cc2F)C[C@H]1c1nc(-c2ccncc2)no1	12.5%[176 µM]
COCc1nn(CC(=O)NCc2ccc(C)o2)c(=O)n1-c1ccccc1	-2.0%
COc1ccc(N/C=C/C(=O)c2ccc(Br)cc2)cc1	u
CN(C(=O)c1ccccc1F)C1CCCc2ccccc21 (stereo not drawn)	13.6%[176 µM]

Following part.
12-LOX inh,molecule
-5.4%,Cc1ccccc1-c1onc(C)c1C(=O)NCc1cc(F)cc(F)c1
-5.1%,Cc1cccc(C(=O)NCC(O)c2ccccc2)c1 (stereo not drawn)
-2.2%,Cc1ccc(-n2cc(C(=O)N3CCC(NC(=O)OC(C)(C)C)CC3)nn2)cc1C
19.6%,CN(CCO)C(=O)c1cc(-c2ccc(Cl)cc2)nc2ccccc12
2.2%[6.33 µM],CC(C)NC(=O)NCc1nnc2n1C(C(=O)N1CCOCC1)CC2 (stereo not drawn)
-4.9%,Cc1ccc(S(=O)(=O)N2C[C@H]3n4c(=O)ccc(=O)n4C[C@H](OC(=O)Nc4c(C)noc4C)[C@@]3(O)C2)cc1
13.8%,CC(C)OC(=O)COc1ccc2c(=O)c(-c3ccc(Cl)cc3)coc2c1
2.5%,CCOC(=O)C1=CCN(S(C)(=O)=O)C1c1ccc(Cl)cc1 (stereo not drawn)
16.7%[176 µM],COc1ccccc1-c1cnc(Nc2cccnc2OC)c2c1CCO2
85.9%[activator][176 µM],CN1c2cccnc2CN(Cc2ccco2)CC[C@H]1CO
17.3%,COc1ccc(CNC(=O)N2CCC3(CC2)CC(OCC2CC2)CCO3)cc1 (stereo not drawn)
-15.8%,CSCCC(NC(=O)c1ccccc1Cl)C(=O)Nc1cc(C)cc(C)c1 (stereo not drawn)
u,O=C(CN1CCN(c2ccc(O)cc2)CC1)Nc1cccc(S(=O)(=O)N2CCCC2)c1
41.0%[activator],O=C(NCc1ccccn1)C1CCN(c2nccc(-c3cccnc3)n2)CC1
27.9%,COCCN1C(=O)c2ccccc2C(C(=O)Nc2nnc(COC)s2)C12CCCCC2 (stereo not drawn)
-1.4%,CC1(C(=O)NCc2ccccc2)CSCC(=O)N1CCCN1CCOCC1 (stereo not drawn)
19.1%,Cc1cc(=O)n(CC(=O)N2C[C@@H](C(=O)O)[C@H](C3CC3)C2)nc1C
u,COc1cccc(CNC(=O)[C@@H]2[C@@H](CO)[C@@H]3Cn4c(ccc(-c5cncnc5)c4=O)[C@H]2N3C(C)=O)c1
-15.9%,COc1ccc(-c2nc(SCC(=O)N3CCCc4ccccc43)n3[nH]c(=O)cc3n2)cc1
1.1%,CC(NC(=O)c1ccnc(N(C)C)c1)c1ccc2c(c1)CCC(=O)N2 (stereo not drawn)
u,Cc1ccc(N2C(=O)c3ccccc3NC2c2cnc3ccccc3n2)cc1 (stereo not drawn)
-14.7%,O=C(NCc1cccc(Cl)c1)c1cc2n(n1)CC(c1ccc3c(c1)OCO3)OC2 (stereo not drawn)
10.4%,COCCOc1ccc(C(=O)N[C@@H]2CN(C(=O)Nc3ccccc3C(=O)OC)CCC[C@H]2O)cc1
u,COC(=O)c1ccc2nc(-c3cccc(Br)c3)c(Cc3cccc(F)c3)n2c1
7.4%,CCc1nc(-c2c3n(c(=O)n(CC(=O)Nc4ccc(Cl)cc4)c2=O)CCCCC3)no1
40.4%[activator],CN(Cc1ccccc1)C(=O)C1COC2(CCN(C(=O)CC(C)(C)C)CC2)N1C(=O)c1ccccc1 (stereo not drawn)
33.2%[activator],c1ccc(-n2cc(CN3CCCC(OCc4cccnc4)C3)nn2)cc1 (stereo not drawn)
u,C=CC(=O)NC(=O)NCc1ccccc1
1.2%,CC1(C(=O)Nc2cnc3ccccc3c2)CCN1C(=O)CCc1ccccc1 (stereo not drawn)
u,CC(C)(C)C(=O)[C@@H]1[C@@H](C(=O)c2ccccn2)[C@@]2(C(=O)Nc3ccccc32)[C@H]2c3ccccc3C=CN12
24.3%[176 µM],CN1C[C@@H](NC(=O)c2ccc(F)cc2)C[C@H]1c1nc(-c2ccncc2)no1
1.6%,CCN(CC)c1c(C)nc2ccc(C(=O)Nc3cc(-c4ccccc4)ccc3OC)cn12
6.6%,CCCNC(=O)c1cc(C2CCCCN2S(=O)(=O)c2ccccc2)on1 (stereo not drawn)
13.3%,Cc1cc(C(=O)NCC(=O)NC2CC2)c2ccccc2n1
-16.1%,CN(Cc1ccco1)C(=O)CSc1nc(-c2cccs2)nc2ccccc12
-4.6%,Cc1ccccc1OCCOC(=O)CCC(=O)c1ccc(F)cc1
39.8%[activator],COc1ccc(CC2CCOC3(CCN(C(=O)NCC(C)C)CC3)C2)cc1 (stereo not drawn)
u,COc1ccc(C(=O)N(Cc2cc3cccc(C)c3[nH]c2=O)c2ccccc2)cc1
-8.3%,COc1cc(CNC(=O)Nc2cccn3nc(COCCO)nc23)cc(OC)c1OC

In another format: results already given.
CN1C[C@@H](NC(=O)c2ccc(F)cc2)C[C@H]1c1nc(-c2ccncc2)no1
  12-LOX inh = 24.3%[176 µM]

CC(C)(C)C(=O)[C@@H]1[C@@H](C(=O)c2ccccn2)[C@@]2(C(=O)Nc3ccccc32)[C@H]2c3ccccc3C=CN12
  12-LOX inh = u
